# Pf Dd2 inh: inhibitors of Plasmodium falciparum Dd2 growth; P. falciparum Dd2 growth, SYBR Green, 72 h; active compounds read low; activity change, % at 10 µM; 2.3% of 94,000 active; in the data active = activity change below about -80%; inconclusive = no clear call, values can overlap the other calls
# C diff HTS: blocks growth of Clostridium difficile. AID 1259249. 0.25% of 86,000 active. growth activity, negative = inhibition, % at 16 µg/mL (by protocol). Clostridium difficile clinical isolate growth, OD600, 24 h; active compounds read low;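 active = mean growth activity at or below -80% and every replicate also at or below -80%; inconclusive = mean at or below -80% but some replicate above -80%; inactive = mean growth activity above -80%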;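 note: 0% = DMSO wells and -100% = levofloxacin 16 µg/mL wells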
# T cruzi growth: blocks T. cruzi growth in NIH3T3 culture. T. cruzi beta-gal in NIH3T3, GalScreen luminescence, 90 h. inhibition, % at 8.34 µM. 5.9% of 77,000 active;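 active = mean inhibition above about 93%, with at least 55% of replicates each passing it, limit read from the data, passing the limit was not always enough; inconclusive = only one of those two conditions holds; inactive = neither condition holds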
# GASC1 inh: blocks human GASC-1 (KDM4C) demethylase activity | Q9H3R0 | GST-KDM4C 2-372, H3K9me3 peptide, LANCE TR-FRET | inhibition, % at 12.5 µM | 0.15% of 96,000 active | AID 720574;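 active = mean replicate inhibition above about 25%, with at least 55% of replicates also reaching it, limit read from the data, passing the limit was not always enough; inconclusive = only one of those two conditions met; inactive = neither condition met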
# Target sequence (Q9H3R0 2-372 limits assumed): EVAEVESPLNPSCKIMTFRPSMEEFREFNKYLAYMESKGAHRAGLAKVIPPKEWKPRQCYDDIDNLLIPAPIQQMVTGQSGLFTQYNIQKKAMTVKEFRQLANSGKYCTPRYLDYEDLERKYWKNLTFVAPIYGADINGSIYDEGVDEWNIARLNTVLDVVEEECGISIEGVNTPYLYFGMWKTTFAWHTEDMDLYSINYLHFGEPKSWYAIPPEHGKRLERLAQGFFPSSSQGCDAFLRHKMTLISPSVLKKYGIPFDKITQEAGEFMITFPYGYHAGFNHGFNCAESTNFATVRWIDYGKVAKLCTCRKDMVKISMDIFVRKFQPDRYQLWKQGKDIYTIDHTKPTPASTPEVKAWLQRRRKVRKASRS
#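 System: N-terminal GST-fused human GASC-1 (KDM4C) fragment, residues 2-372; amount: enzyme final amount 10 nM; incubation: reaction 30 min RT, detection step 1 h RT; medium: HEPES buffer, pH 7.5, plus ascorbate; technique: LANCE TR-FRET, Eu antibody, ULight-streptavidin, EDTA, ex 340 nm, em 618/671 nm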
# Numbers without * were called inactive; ? = inconclusive; . = no result given.
Pf Dd2 inh | C diff HTS | T cruzi growth | GASC1 inh | Compound
11 | -2 | -41 | 0.1 | C[C@H]1CN([C@@H](C)CO)C(=O)CCCn2nncc2CO[C@@H]1CN(C)C(=O)NC1CCCCC1
18 | -3 | -39 | -0.1 | CC(C)NC(=O)N(C)C[C@H]1OCCCC[C@@H](C)Oc2ccc(NC(=O)Nc3ccc4c(c3)OCO4)cc2C(=O)N([C@H](C)CO)C[C@@H]1C
-73 | 0 | -62 | 0.5 | CO[C@H]1CN(C)C(=O)c2ccc(NC(=O)C3CC3)cc2OC[C@@H](C)N(C(=O)C2CCCCC2)C[C@@H]1C
9 | . | -64 | 2.0 | O=C(C[C@H]1C=C[C@@H](NC(=O)c2cnccn2)[C@@H](CO)O1)NCc1ccccc1F
-35 | 3 | 68 | 0.8 | C/C=C/c1ccc2c(c1)O[C@H](CN(C)C(=O)c1cccc(F)c1)[C@@H](C)CN([C@@H](C)CO)S2(=O)=O
-23 | -5 | . | 0.7 | C[C@@H]1CN([C@H](C)CO)S(=O)(=O)c2ccc(-c3cccc(C(=O)N(C)C)c3)cc2O[C@H]1CN(C)C(=O)Cc1ccccn1
-20 | 4 | 60 | 4.5 | C[C@@H]1CN([C@@H](C)CO)C(=O)Cc2cc(NC(=O)Cc3cn(C)c4ccccc34)ccc2O[C@@H]1CN(C)S(=O)(=O)c1ccc(F)cc1
-15 | 0 | . | 0.9 | CCC(=O)N1CC2(C1)[C@H](c1ccccc1)[C@@H](CO)N2CC1CCOCC1
-42 | 4 | 17 | -0.3 | COc1ccc(S(=O)(=O)Nc2ccc3c(c2)C(=O)N([C@@H](C)CO)C[C@@H](C)[C@H](CN(C)C(=O)NC2CCCCC2)OCCCC[C@H](C)O3)cc1
-1 | -2 | -4 | 0.3 | C[C@@H]1CN([C@H](C)CO)C(=O)Cc2cc(NC(=O)C3CC3)ccc2O[C@H]1CN(C)S(=O)(=O)c1ccc(F)cc1
-57 | -14 | 59 | -1.6 | COCC(=O)N(C)C[C@@H]1Oc2ncc(C#CCC3CCCC3)cc2C(=O)N([C@H](C)CO)C[C@H]1C
3 | 0 | -3 | 1.6 | COC(=O)C[C@@H]1CC[C@@H]2[C@H](COc3ccc(NC(=O)Nc4c(C)noc4C)cc3C(=O)N2C)O1
44 | -4 | . | -0.3 | CC(C)NC(=O)N(C)C[C@H]1Oc2cc(C#C[C@H](C)O)ccc2S(=O)(=O)N([C@H](C)CO)C[C@@H]1C
7 | -2 | 8 | -4.9 | Cc1cc(C(=O)Nc2cccc3c2O[C@@H](CN(C)CC2CC2)[C@@H](C)CN([C@@H](C)CO)C3=O)n(C)n1
-37 | 5 | -126 | 2.3 | C[C@H](CO)N1C[C@H](C)[C@@H](CN(C)C(=O)NC2CCCCC2)Oc2c(NC(=O)Nc3ccc4c(c3)OCO4)cccc2C1=O
-62 | -97* | -28 | . | C[C@@H]1CN([C@@H](C)CO)C(=O)c2cccc(NC(=O)Nc3ccccc3)c2O[C@@H]1CN(C)Cc1ccc(C(F)(F)F)cc1
-75 | -10 | 57 | 0.7 | Cc1ccc(S(=O)(=O)Nc2ccc3c(c2)C(=O)N([C@H](C)CO)C[C@H](C)[C@H](CN(C)Cc2ccc(C(=O)Nc4ccccc4N)cc2)O3)cc1
4 | 0 | 11 | -0.1 | C[C@H]1CN([C@@H](C)CO)C(=O)Cc2cc(NC(=O)Nc3ccc(C(F)(F)F)cc3)ccc2O[C@H]1CN(C)S(C)(=O)=O
69 | 0 | . | 4.2 | CC=Cc1ccc2n(c1=O)C[C@H]1[C@H](CO)[C@@H](C(=O)NCCCN(C)C)[C@@H]2N1C(=O)c1ccccc1 (mixture of isomers)
6 | . | -9 | 1.4 | COC(=O)C[C@H]1CC[C@@H](NS(=O)(=O)c2ccccc2F)[C@H](CO)O1
-52 | 38 | 32 | 2.0 | C[C@@H]1CN([C@@H](C)CO)C(=O)c2cccc(NC(=O)Nc3ccc(C(F)(F)F)cc3)c2O[C@@H]1CN(C)C(=O)Nc1ccc2c(c1)OCO2
-62 | 5 | 68 | 1.8 | C[C@H](O)C#Cc1ccc2c(c1)O[C@H](CN(C)Cc1ccc(-c3ccccc3)cc1)[C@@H](C)CN([C@H](C)CO)S2(=O)=O
. | 1 | 14 | -0.6 | CCCNC(=O)[C@H]1[C@H](CO)[C@H]2Cn3c(ccc(-c4ccncc4)c3=O)[C@@H]1N2Cc1ccccc1F
. | . | -14 | -0.7 | CN1C(=O)c2cc(NC(=O)Nc3ccccc3)ccc2OC[C@@H]2O[C@H](CC(=O)O)CC[C@@H]21
-16 | -1 | -15 | -1.4 | O=C(C[C@H]1CC[C@@H]2[C@H](COC[C@@H](O)CN2S(=O)(=O)c2ccc(F)cc2)O1)NCc1ccc(Cl)c(Cl)c1
12 | -2 | 48 | -1.7 | O=C(CC1CC1)N1CC[C@H]2[C@H](CO)Nc3ccc(-c4ccccc4)cc3[C@H]21
. | -3 | -6 | -0.9 | CN(C)CC(=O)N1[C@@H]2Cn3c(ccc(-c4ccccc4)c3=O)[C@H]1[C@@H](C(=O)N1CCN(C)CC1)[C@@H]2CO
-25 | -6 | . | 3.0 | Cc1ccccc1-c1ccc([C@H]2[C@@H](CO)N3C(=O)CN(C(=O)Nc4ccc(F)cc4)C[C@@H]23)cc1
-26 | . | 25 | 0.7 | COCC(=O)Nc1ccc2c(c1)C(=O)N(C)C[C@@H](OC)[C@H](C)CN(Cc1cc(F)ccc1F)[C@@H](C)CO2
-10 | -2 | 5 | 0.0 | C[C@H]1CN([C@@H](C)CO)C(=O)c2cc(NC(=O)Cn3cnnn3)ccc2O[C@H]1CN(C)S(=O)(=O)c1ccc(F)cc1
0 | . | -16 | 2.4 | O=C(C[C@H]1CC[C@H]2[C@@H](COC[C@@H](O)CN2CC2CCCCC2)O1)NCC1CC1
3 | 1 | 100* | 4.1 | O=C(C1CCCC1)N1C[C@H]2[C@@H](c3ccccc31)[C@H](CO)N2C(=O)c1ccccc1F
26 | . | 17 | 2.3 | C[C@H]1CN([C@@H](C)CO)C(=O)CCCn2nncc2CO[C@H]1CN(C)Cc1ccc2c(c1)OCCO2
-72 | . | -2 | -0.4 | Cc1ccc(S(=O)(=O)Nc2ccc3c(c2)C(=O)N([C@@H](C)CO)C[C@@H](C)[C@@H](CN(C)C(=O)Nc2ccc(F)cc2)OCCCC[C@H](C)O3)cc1
43 | 0 | 32 | -0.7 | C[C@H](O)C#Cc1ccc([C@@H]2[C@@H](CO)N3CCCCN(C(=O)c4ccc5c(c4)OCO5)C[C@H]23)cc1
-13 | -7 | 6 | 21 | CN(C)c1ccc2c(c1)[C@@H]1C[C@H](CC(=O)NCc3cccc(F)c3)O[C@H](CO)[C@@H]1O2
1 | . | -73 | 0.1 | CO[C@H]1CN(C)C(=O)c2cc(NC(=O)C3CCCC3)ccc2OC[C@@H](C)N(C(=O)CC2CC2)C[C@@H]1C
-79 | . | 24 | 0.8 | CO[C@@H]1CN(C)C(=O)c2ccc(NC(=O)Nc3cccc(F)c3)cc2OC[C@@H](C)N(C(=O)Nc2cccc(F)c2)C[C@H]1C
-8 | 20 | 12 | 2.9 | O=C(C1CCOCC1)N1CC[C@@H]2[C@H]1c1cc(Br)ccc1N[C@@H]2CO
10 | -5 | 50 | -0.2 | C[C@@H]1CN([C@@H](C)CO)C(=O)CCCn2cc(nn2)CO[C@@H]1CN(C)C(=O)C1CC1

# Part of the list above with just GASC1 inh and Pf Dd2 inh:
Molecule	GASC1 inh	Pf Dd2 inh
O=C(C1CCOCC1)N1CC[C@@H]2[C@H]1c1cc(Br)ccc1N[C@@H]2CO	2.9	-8
CN(C)c1ccc2c(c1)[C@@H]1C[C@H](CC(=O)NCc3cccc(F)c3)O[C@H](CO)[C@@H]1O2	21	-13
COC(=O)C[C@@H]1CC[C@@H]2[C@H](COc3ccc(NC(=O)Nc4c(C)noc4C)cc3C(=O)N2C)O1	1.6	3

# Continued:
Pf Dd2 inh | C diff HTS | T cruzi growth | GASC1 inh | Compound
-3 | 11 | . | -2.7 | Cc1ccc(S(=O)(=O)N(C)C[C@H]2Oc3ccc(NC(=O)Nc4ccccc4)cc3C(=O)N([C@@H](C)CO)C[C@H]2C)cc1
2 | 0 | -52 | ? | C[C@@H]1CN([C@H](C)CO)C(=O)c2cc(NS(=O)(=O)c3cn(C)cn3)ccc2O[C@@H]1CN(C)S(=O)(=O)c1ccccc1
-82* | -4 | 79 | 0.9 | C[C@@H]1CN([C@H](C)CO)C(=O)c2cc(NC(=O)C3CCCCC3)ccc2O[C@@H](C)CCCCO[C@@H]1CN(C)S(=O)(=O)c1ccc(F)cc1
5 | -4 | 53 | 1.5 | CNC[C@@H]1Oc2ccc(NC(=O)CCC(F)(F)F)cc2CC(=O)N([C@H](C)CO)C[C@H]1C
-60 | -9 | 17 | 1.1 | COc1ccc(S(=O)(=O)N(C)C[C@@H]2OCCCC[C@H](C)Oc3ccc(NC(=O)Nc4c(C)noc4C)cc3C(=O)N([C@H](C)CO)C[C@H]2C)cc1
-3 | 3 | 55 | -0.5 | C[C@@H]1CN([C@H](C)CO)C(=O)c2cccc(NC(=O)c3cnccn3)c2O[C@@H]1CN(C)Cc1ccc2c(c1)OCO2
10 | -1 | 6 | -0.5 | Cc1noc(C)c1NC(=O)Nc1ccc2c(c1)C(=O)N([C@@H](C)CO)C[C@@H](C)[C@H](CN(C)C)OCCCC[C@@H](C)O2
15 | 1 | 10 | -0.6 | O=C(C[C@@H]1C[C@H]2c3cc(NC(=O)NC4CCCC4)ccc3O[C@H]2[C@@H](CO)O1)NCc1cc(F)ccc1F
8 | -8 | -1 | . | C[C@H]1CN([C@@H](C)CO)C(=O)CCCn2nncc2CO[C@@H]1CN(C)Cc1ccncc1
0 | -1 | . | -0.6 | C/C=C/c1ccc2c(c1)O[C@@H](CN(C)C(C)=O)[C@H](C)CN([C@H](C)CO)S2(=O)=O
13 | 5 | -33 | 0.1 | O=C(C[C@H]1CC[C@H]2[C@@H](COC[C@@H](O)CN2C(=O)c2ccc3c(c2)OCO3)O1)NC1Cc2ccccc2C1
3 | -1 | . | 0.2 | C[C@H]1CN([C@@H](C)CO)C(=O)c2cc(C#CC3(O)CCCC3)cnc2O[C@H]1CN(C)C(=O)Nc1ccc2c(c1)OCO2
6 | -3 | 9 | 1.9 | CN1C(=O)c2cc(NC(=O)C3CCOCC3)ccc2OC[C@H]2O[C@H](CC(=O)NCC3CC3)CC[C@H]21

# Six compounds out of the list, ordered by length of the SMILES, falling:
Pf Dd2 inh | C diff HTS | T cruzi growth | GASC1 inh | Compound
-82* | -4 | 79 | 0.9 | C[C@@H]1CN([C@H](C)CO)C(=O)c2cc(NC(=O)C3CCCCC3)ccc2O[C@@H](C)CCCCO[C@@H]1CN(C)S(=O)(=O)c1ccc(F)cc1
-3 | 3 | 55 | -0.5 | C[C@@H]1CN([C@H](C)CO)C(=O)c2cccc(NC(=O)c3cnccn3)c2O[C@@H]1CN(C)Cc1ccc2c(c1)OCO2
15 | 1 | 10 | -0.6 | O=C(C[C@@H]1C[C@H]2c3cc(NC(=O)NC4CCCC4)ccc3O[C@H]2[C@@H](CO)O1)NCc1cc(F)ccc1F
6 | -3 | 9 | 1.9 | CN1C(=O)c2cc(NC(=O)C3CCOCC3)ccc2OC[C@H]2O[C@H](CC(=O)NCC3CC3)CC[C@H]21
5 | -4 | 53 | 1.5 | CNC[C@@H]1Oc2ccc(NC(=O)CCC(F)(F)F)cc2CC(=O)N([C@H](C)CO)C[C@H]1C
8 | -8 | -1 | . | C[C@H]1CN([C@@H](C)CO)C(=O)CCCn2nncc2CO[C@@H]1CN(C)Cc1ccncc1

# Taken from above.
# C[C@@H]1CN([C@H](C)CO)C(=O)c2cc(NS(=O)(=O)c3cn(C)cn3)ccc2O[C@@H]1CN(C)S(=O)(=O)c1ccccc1 | Pf Dd2 inh: 2
# Cc1noc(C)c1NC(=O)Nc1ccc2c(c1)C(=O)N([C@@H](C)CO)C[C@@H](C)[C@H](CN(C)C)OCCCC[C@@H](C)O2 | C diff HTS: -1

# Screens deposited in PubChem by Broad Institute.
